Screening data from PubChem.
Siah-1 displacement – blockers of Siah-1 interaction with plectin peptide – biochemical, fluorescence polarization, rhodamine-plectin, uHTS, primary screen (AID 1817) | Siah-1 / rhodamine-plectin peptide fluorescence polarization; higher % means a stronger effect | one-dose displacement, % at 20 µM; IC50 in µM for titrated hits | actives 0.02% (n = 290,000);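 active = displacement of at least 50% at 20 µM, with a fluorescence ratio check between 0.3 and a set limit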;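 note: plate controls were Siah plus tracer with DMSO for no effect and tracer alone without Siah for full effect; strong numbers were not always called active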
PMI inhibitors – inhibitors of human PMI, primary screen, biochemical, fluorescence intensity, coupled assay (AID 1209); purified PMI enzyme, coupled fluorescence intensity; higher % means a stronger effect; inhibition, % at 20 µM, or IC50 in µM where a hit was titrated; actives 0.42% (n = 190,000);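 note: plate controls were DMSO vehicle for no effect and wells lacking substrate for full effect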
P. falciparum M17LAP – P. falciparum M17LAP inhibitors, primary screen, biochemical, fluorogenic H-Leu-NHMec substrate, 1536-well (AID 1619); recombinant M17LAP, H-Leu-NHMec fluorogenic kinetic assay; higher % means a stronger effect; inhibition, % at 30 µM, or IC50 in µM where a hit was titrated; actives 0.38% (n = 220,000);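 active = compound inhibiting the enzyme by more than half at any dose during confirmatory dose-response retesting; inconclusive = strong single-dose inhibitors picked by rank but not retested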;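 note: plate controls were full reaction with DMSO carrier for no effect and no enzyme background for full effect; strong numbers were not always called active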
Hep lipid drop – modulators of hepatic lipid droplet formation; AML12 mouse hepatocytes, oleate lipid droplets, BODIPY imaging; inhibition, % at 6.5 µM; actives 0.4% (n = 240,000);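 active = lipid droplet intensity inhibited by at least 50%, with more than 500 cells counted; inconclusive = wells with under 300 cells, treated as cytotoxic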
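Material: mouse AML12 hepatocyte cell line, fixed after treatment; Timing: compound with oleate, overnight; Technique: high-content imaging of BODIPY-stained droplets and DAPI nuclei; Probe or stimulus: oleate, 100 µM final; Dosing: compound at 6.5 µM only.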
UTI89 phage lysis – protection from phage-mediated lysis, alamar blue read-out – E. coli UTI89, K1F phage, bacterial capsule biogenesis inhibitors (AID 488966); E. coli UTI89 K1F phage lysis, alamar blue, 2 h; higher % means a stronger effect; one-dose inhibition, % at 100 µM; IC50 in µM for titrated hits; actives 0.02% (n = 340,000);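 active = phage lysis inhibition, versus mean bacterial control, above a set limit; inconclusive = no clear call, values can overlap the other calls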;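 note: capsule biogenesis inhibitors block K1F phage lysis so surviving cells raise fluorescence; higher fluorescence means more inhibition of phage lysis; actives were called in the ten point dose series up to 300 µM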
PMI inhibition – MPI inhibition at elevated mannose 6-phosphate – biochemical, fluorescence intensity, high mannose 6-phosphate, primary screen (AID 1220) | recombinant PMI enzyme, coupled fluorescence intensity; higher % means a stronger effect | inhibition, % at 20 µM, or IC50 in µM where a hit was titrated | actives 0.66% (n = 190,000)
TNAP activation fold – human TNAP enzyme activators, primary screen, biochemical, luminescent, no phosphate acceptor, uHTS (AID 1001); purified TNAP, luminescent activation assay, no phosphate acceptor; higher activation fold means a stronger effect; one-dose activation fold at 20 µM; EC50 in µM for titrated hits; actives 0.03% (n = 200,000); in the data active = activation fold from about 3, or a potency from the dose series; inactive = the rest, 99 in 100 with activation fold below about 1.6; note: many of its hits are not listed in these tables
XIAP displacement – small molecules displacing peptide from XIAP – biochemical, IAP family, fluorescence polarization (AID 1018) | displacement, % at 20 µM, or IC50 in µM where a hit was titrated | XIAP BIR domain, fluorescence polarization peptide displacement; higher % means a stronger effect | actives 0.007% (n = 200,000); in the data active = displacement above about 50%; note: a part of the inactive calls stands beside numbers as strong as those of hits
M1AAP inhibition – malaria alanyl aminopeptidase activity blockers – biochemical, fluorogenic H-Leu-NHMec substrate, 1536-well (AID 1445). recombinant M1AAP, H-Leu-NHMec fluorogenic kinetic assay; higher % means a stronger effect. one-dose inhibition, % at 30 µM; IC50 in µM for titrated hits. actives 0.42% (n = 220,000);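 active = primary inhibition above the hit cutoff, then over 50% inhibition at one or more dose response concentrations, cut at about 23% in these data, passing the limit was not always enough; inconclusive = conflicting primary data, or primary hits not chosen for dose response; inactive = low primary inhibition, or under 50% at every dose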;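 note: plate controls were DMSO full reaction for no effect and no enzyme background for full effect; strong numbers were not always called active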
Hep lipid drop cells 6.5 µM – second read-out of Hep lipid drop, no call of its own (marks repeat the call); cell count; measured here: cell count, cytotoxicity flag;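 cells counted across two imaged fields per well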
The depositor's hits bear a star; ? = inconclusive; . = not tested or not shown; [ ] = dose if it differs, or a comment. Cut-off read from the data, not from the text of the source, unless noted: active = inhibition above about 50%; inactive = the rest.

No.	Compound	Siah-1 displacement	PMI inhibitors	P. falciparum M17LAP	Hep lipid drop	Hep lipid drop cells 6.5 µM	UTI89 phage lysis	PMI inhibition	TNAP activation fold	XIAP displacement	M1AAP inhibition
1	CC(=O)Nc1ccc(S(=O)(=O)NC2(C(F)(F)F)N=C(c3ccccc3)NC2=O)cc1 (stereo not given)	-7%	15%	23%	0	634	1.7%	10%	1.2	-3.2%	4%
2	CCSC(=O)N(CC)CC(=O)Nc1c(CC)cccc1CC	1%	10%	2%	56*	668*	0.4%	3%	1.1	-2.1%	3%
3	Cc1nn(-c2ccccc2)c(Cl)c1/C=N/NC(=O)c1ccc(CNc2ccccc2)o1	0%	0%	-10%	30	715	3.4%	5%	1.1	-4.3%	6%
4	CCC(C(=O)O/N=C(\N)c1ccc(C)cc1)c1ccccc1 (stereo not given)	-4%	-3%	1%	10	795	1.5%	-3%	1	-2.7%	3%
5	COC(=O)c1ccc(CC(=O)c2ccc(O)cc2O)o1	-1%	-27%	19%	.	.	1.9%	-59%	1.1	-2.8%	10%
6	CCc1c(C)nc2c(-c3ccccc3)c(C)nn2c1Nc1ccc(NC(C)=O)cc1	-2%	.	4%	-57	743	.	.	.	.	2%
7	O=C1C2C3C=CC(C3)C2C(=O)N1c1ccc2ccccc2n1 (stereo not given)	-7%	-5%	18%	-4	716	0.7%	-7%	1.1	-3.7%	7%
8	CSc1nsc2nc(=O)c(/C=C3\C(C)=Nc4ccc(C)cc43)c(N)n12	22%	-9%	40%	-28	712	-0.1%	-3%	1	-15%	?
9	COc1ccc(-c2cc(=O)oc3cc(OC(C)C(=O)O)ccc23)cc1 (stereo not given)	3%	-5%	44µM*	.	.	0.3%	-3%	0.9	-3.3%	6%
10	CCCc1nnc(NC(=O)CCCC(=O)O)s1	-4%	-12%	-13%	-6	709	1.3%	-8%	1.1	2.4%	-1%
11	CCN(CC)c1ccc(C(=O)OCC(=O)NCC2CCCO2)cc1 (stereo not given)	-2%	-6%	10%	-7	803	0.1%	3%	1.1	-3.5%	3%
12	COC(=O)/C=C1\N/C(=N\c2nc(C)cc(C)n2)N(c2ccc(C)cc2)C1=O	3%	6%	12%	4	627	0.2%	-5%	1.1	-6.0%	5%
13	Cc1ccnc(SCCn2c(N3CCN(Cc4ccccc4)CC3)nc3c2c(=O)[nH]c(=O)n3C)n1	12%	-10%	0%	.	.	-0.7%	-8%	1	-5.9%	8%
14	Cc1ccc(-c2c3c(=O)n(C)c(=O)n(C)c3cn2Cc2ccccn2)cc1	1%	-40%	-2%	-1	717	0.7%	-82%	1.1	-1.8%	7%
15	CN(C)/C=N/NC(=O)c1ccccc1Cl	0%	.	5%	-3	710	1.9%	.	.	.	5%
16	COc1ccc(NC(=O)c2ccc(S(=O)(=O)C(F)F)cc2)c(OC)c1	0%	-14%	1%	-10	691	-0.9%	-8%	0.9	-6.4%	3%
17	CCN(c1ccccc1)S(=O)(=O)c1ccc(NC(=S)NC(=O)c2cccs2)cc1	0%	20%	2%	.	.	5.7%	12%	0.9	-2.0%	9%
18	CS(=O)(=O)N1CCN(c2ccccc2NC(=O)c2ccc3ccccc3c2)CC1	-1%	-2%	-7%	-4	721	5.4%	12%	1	-0.4%	6%
19	O=C(NCc1ccccn1)C1CCN(Cc2cnn(-c3ccccc3)c2-n2cccc2)CC1	1%	3%	-10%	-7	778	0.8%	0%	1.1	-21%	16%
20	CC1CCc2c(sc(NC(=O)CN3CCN(C(=O)c4ccco4)CC3)c2C#N)C1 (stereo not given)	4%	8%	2%	0	711	3.0%	11%	1.1	-4.5%	4%
21	CCc1n[nH]c(=O)n1Cn1c(CC)n[nH]c1=O	-1%	0%	3%	-5	800	1.2%	3%	1.1	-6.9%	1%
22	CC(C)(C)N=C1NN=C(c2cc3ccccc3o2)CS1	10%	-12%	4%	-8	686	1.4%[50 µM]	-42%	1.1	-25%	5%
23	C=CCOn1c(=O)c(-c2ccccc2)[n+]([O-])c2ccccc21	3%	5%	5%	-2	687	1.6%	12%	1.1	20%	7%
24	Cc1ccc(NC(=O)C2CCN(C(=O)c3ccccc3C)CC2)cc1	5%	-4%	-6%	-1	643	0.1%	9%	1.2	-13%	5%
25	Cc1cc(C)nc(NC(=O)c2ccc(Cl)c([N+](=O)[O-])c2)n1	-4%	.	-1%	-18	731	-0.6%	.	.	.	5%
26	COc1nc(OCC#N)nc(N2CCCCC2)n1	-2%	-16%	-3%	2	740	0.4%	-4%	0.9	-2.5%	7%
27	O=C(NC1C(=O)NNC1c1ccccc1)c1ccc(F)cc1 (stereo not given)	2%	9%	20%	.	.	1.5%	7%	1.1	-3.3%	14%
28	CCOc1ccc(C(Nc2ccc(C)cc2)P2(=O)OCCCO2)cc1 (stereo not given)	-2%	-8%	1%	-5	751	0.1%	-6%	1.2	0.5%	-3%
29	O=C(N1CCCC1)C(F)(F)Oc1ccc(F)cc1	-5%	5%	-4%	18	652	0.9%	6%	1.1	0.1%	0%
30	Cc1nnc(SCC(=O)Nc2sc3c(c2C#N)CCCC3)[nH]c1=O	4%	4%	52%	14	604	-0.1%	-11%	1.2	-3.8%	12%
31	Cc1ccc(C)c(C(C)NC(=O)CC#N)c1 (stereo not given)	1%	-5%	9%	-1	728	-0.3%	-2%	1.1	-1.5%	9%
32	O=C(NNc1nc(=O)c2cccnc2s1)c1ccccc1O	6%	8%	41%	0	727	-1.6%	-14%	1	-4.4%	-12%
33	CCCc1cc2c(=O)c(-c3nc4ccccc4s3)c(COCC(=O)O)oc2cc1O	14%	13%	42%	-18	717	0.6%	14%	1	-5.0%	18%
34	COc1cc(C2CC(=O)Oc3c(C(CCN4CCN(c5ccccc5)CC4)c4ccc(N(C)C)cc4)c(OC)cc(OC)c32)cc(OC)c1OC (stereo not given)	-4%	.	-8%	42	700	0.3%	.	.	.	10%
35	O=C(COC(=O)c1ccc(Cl)nc1)c1ccc2c(c1)OCCO2	-4%	-11%	2%	-3	681	-1.1%	-5%	1.1	-6.4%	-1%
36	O=C(NCc1ccccc1)c1ccc(Br)cc1Br	-5%	11%	-2%	0	502	5.3%	2%	1.2	-4.1%	2%
37	CC1=CC(C)(C)N2C(=O)C3(SCC(=O)N3c3ccc(F)cc3)c3cc(C)cc1c32 (stereo not given)	-1%	18%	-4%	-15	744	1.6%	10%	1.1	0.0%	2%
38	Cc1ccc(/C=C/C(=O)Nc2cc(S(=O)(=O)N3CCCCCC3)ccc2OCC(F)(F)F)o1	7%	19%	-1%	13	505	0.8%[50 µM]	3%	1.1	-5.4%	5%
39	Clc1ccc(Cn2cc(/C=N/n3cnnc3)c3ccccc32)cc1	2%	8%	0%	-26	737	0.1%	9%	1.1	27%	13%
40	CCOC(=O)/C(C#N)=C/c1c(Oc2cccc(C)c2)nc2c(C)cccn2c1=O	-1%	-5%	-13%	-1	733	0.3%	-5%	1	-8.6%	1%

Shown as a hit in P. falciparum M17LAP (from the list above):
no.	smiles	Siah-1 displacement	PMI inhibitors	P. falciparum M17LAP	PMI inhibition	TNAP activation fold	XIAP displacement	M1AAP inhibition
9	COc1ccc(-c2cc(=O)oc3cc(OC(C)C(=O)O)ccc23)cc1 (stereo not given)	3%	-5%	44µM*	-3%	0.9	-3.3%	6%

Additional structures follow:
No.	Compound	Siah-1 displacement	PMI inhibitors	P. falciparum M17LAP	Hep lipid drop	Hep lipid drop cells 6.5 µM	UTI89 phage lysis	PMI inhibition	TNAP activation fold	XIAP displacement	M1AAP inhibition
41	Cc1cc(C)c2c(NC(=S)NC(=O)c3ccccc3)nn(C)c2n1	3%	5%	-5%	-15	705	0.8%	-2%	0.9	-5.3%	8%
42	COc1cccc(-c2nc(CS(=O)(=O)CC(=O)NCCCN3CCc4ccccc4C3)c(C)o2)c1	0%	0%	7%	.	.	0.0%	9%	1.1	-20%	2%
43	O=C(Nc1ncccc1Cl)c1ccc2c(c1)OCCO2	0%	-7%	-1%	-15	709	0.4%	2%	1	-8.4%	4%
44	CC1CN(C(=O)Nc2ccccc2)c2ccccc2-[n+]2ccsc21 (stereo not given)	14%	-5%	26%	-19	674	0.5%[50 µM]	1%	0.3	-0.4%	4%
45	Cc1cc(C)cc(C(=O)NC(CC(N)=O)c2ccc(NC3CCCCC3)c([N+](=O)[O-])c2)c1 (stereo not given)	-3%	.	25%	24	661	1.2%	.	.	.	8%
46	c1ccc(C2=Nn3c(nnc3-c3ccncc3)SC2)cc1	-3%	-2%	8%	.	.	2.2%	-3%	1.1	-0.6%	2%
47	COc1ccccc1/C=N/NC(=O)c1csc(C)c1C	-1%	-2%	4%	-3	733	0.8%[50 µM]	1%	1.1	20%	6%
48	C=CCn1c(C)cc(C(=O)COC(=O)C2CC(=O)N(Cc3ccccc3)C2)c1C (stereo not given)	-2%	-4%	8%	.	.	-1.0%	-2%	1.1	2.9%	10%
49	COc1ccc(/C=C/C(=O)c2ccc[nH]2)c(OC)c1OC	-5%	-8%	31%	0	737	3.3%	0%	1.1	1.8%	18%
50	COc1ccc(C2/C(=C(/O)c3ccc(C)cc3)C(=O)C(=O)N2CC2CCCO2)cc1OC (stereo not given)	-3%	.	-2%	10	662	0.1%	.	1	-1.2%	5%
51	Cc1ccc2c(c1)NC(=O)C(CC(=O)NCCCN1CCCC1=O)O2 (stereo not given)	-8%	-9%	3%	.	.	0.0%	-6%	0.9	-1.3%	3%
52	CCCCN(C)Cc1c(C(=O)N2CCc3ccccc3C2)nc2ccc(Cl)cn12	-8%	0%	12%	-18	722	-1.1%	1%	1.1	-2.4%	6%
53	O=C(c1ccco1)N(Cc1ccc2c(c1)OCO2)Cc1cc2cc3c(cc2[nH]c1=O)OCO3	2%	.	-7%	-16	670	0.2%	.	.	.	-14%
54	CCOC(=O)Cn1nc(-c2ccc(Cl)cc2)ccc1=O	3%	0%	-4%	.	.	4.9%	2%	1.1	-2.8%	0%
55	Cc1nc(N2CCOCC2)nc(Oc2ccccc2)c1[N+](=O)[O-]	13%	.	2%	19	546	0.4%	.	.	.	0%
56	COC(=O)c1c(N=CN(C)C)c(C#N)c2n1CCCC2	-1%	1%	9%	.	.	0.3%	3%	1.1	-1.6%	6%
57	CC(=O)N1N=C(c2cccc([N+](=O)[O-])c2)OC1c1ccc(Br)cc1 (stereo not given)	9%	.	3%	-12	735	1.0%	.	.	.	4%
58	Cc1cccc(NC(=S)NCC2CCCO2)c1 (stereo not given)	3%	11%	0%	-5	755	0.6%	3%	1.1	-12%	4%
